EBI2 block – blocks human EBI2 receptor beta-arrestin signaling; inhibition, % at 5 µM; P32249; EBI2 beta-arrestin recruitment, luminescence, 7a,25-OHC stimulated; actives 0.81% (n = 360,000); in the data active = inhibition above about 38%;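 note: enzyme fragment complementation signal reports receptor beta-arrestin coupling in cells; 0% = agonist plus DMSO wells and 100% = wells without agonist; some results beyond the cut were filed as inactive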
697 NFkB inh – inhibitors of the PMA/ionomycin-induced NF-kB reporter in 697 B cells; 697 B-cell NF-kB luciferase reporter, 16 h; AID 435022; inhibition, % at 4 µM; actives 0.33% (n = 330,000); in the data active = inhibition above about 35%
Gli-Sufu antag – Gli-Sufu pathway antagonism; actives 0.74% (n = 340,000); Sufu-KO-LIGHT fibroblasts, Gli luciferase reporter luminescence; inhibition, % at 5 µM;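 active = inhibition above about 55%, limit read from the data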;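 note: 0% = DMSO-treated cells and 100% = wells with medium but no cells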
Jurkat NFkB inh – inhibitors of the PMA/ionomycin-induced NF-kB reporter in Jurkat cells | actives 0.53% (n = 330,000) | inhibition, % at 4 µM | PMA/ionomycin-induced NF-kB luciferase reporter, luminescence | AID 435003; in the data active = inhibition above about 50%
CHOP UPR activ – activators of apoptotic arm of unfolded protein response (CHOP); CHO-CHOP luciferase reporter, UPR activation, luminescence; percent of tunicamycin response over DMSO baseline; activation, % at 10 µM; AID 449763; actives 0.34% (n = 330,000);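 active = at 10 µM dose, activation of 40% or more, normalized to positive control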;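 note: 100% = tunicamycin at 10 µg/mL and 0% = DMSO alone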
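assay system = CHO CHOP reporter cells | amount = 500 CHO-CHOP cells per well | buffer or medium = F12 with 10% FBS | incubation = 16-18 h cell attachment, then 6 h compound exposure, 37 °C | detection = luminescence read with Steady-Glo | read-out = percent activation relative to tunicamycin control | controls = tunicamycin high control, DMSO low control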
UPR XBP1 act – activators of adaptive arm of unfolded protein response (XBP1). CHO-XBP1 luciferase reporter, IRE1-XBP1 UPR activation, luminescence; percent of tunicamycin response, DMSO as zero. activation, % at 20 µM. actives 0.33% (n = 330,000). AID 463104;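 active = versus positive control, 20 µM dose yields 30% or more activation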;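 note: 100% = tunicamycin at 10 µg/mL and 0% = DMSO only wells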
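Material: CHO cell line with stable XBP1 luciferase reporter; schedule: 16-18 h cell attachment at 37 °C, then 6 h compound exposure; signal: glow luminescence from Steady-Glo reagent; medium: serum-containing F12 medium, 10% FBS; benchmarks: tunicamycin 10 µg/mL and vehicle-only wells; read-out: percent activation relative to tunicamycin reference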
CXCR6 block – inhibitors of human CXCR6 receptor; CHO-K1 PathHunter CXCR6 beta-arrestin, luminescence; actives 0.36% (n = 360,000); AID 602244; inhibition, % at 20 µM; in the data active = inhibition above about 34%, passing the limit was not always enough;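 note: antagonist mode with CXCL16 agonist at 10 nM final; 0% = 10 nM CXCL16 with DMSO and 100% = unstimulated wells without agonist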
Target sequence (O00574 whole entry, looked up): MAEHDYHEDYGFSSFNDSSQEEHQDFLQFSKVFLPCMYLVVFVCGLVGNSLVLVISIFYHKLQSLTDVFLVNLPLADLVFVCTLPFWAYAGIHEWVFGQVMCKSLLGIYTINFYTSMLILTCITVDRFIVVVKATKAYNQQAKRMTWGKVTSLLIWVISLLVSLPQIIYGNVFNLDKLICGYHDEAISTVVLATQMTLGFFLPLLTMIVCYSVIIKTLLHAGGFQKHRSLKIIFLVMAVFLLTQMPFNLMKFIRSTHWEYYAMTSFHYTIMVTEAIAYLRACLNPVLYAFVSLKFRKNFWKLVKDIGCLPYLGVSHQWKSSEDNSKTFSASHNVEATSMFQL
Mdm2-MdmX inh – disrupts the human Mdm2-MdmX interaction. O15151+Q00987. SaOS-2 split-luciferase Mdm2/MdmX complementation, luminescence. inhibition, % at 8 µM. actives 3% (n = 330,000);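 active = inhibition of at least 50% at 8 µM in the primary screen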
CCR6 antag – antagonists of human CCR6 receptor | P51684 | CHO-K1 CCR6 PathHunter beta-arrestin, luminescence, CCL20-stimulated | inhibition, % at 20 µM | actives 0.49% (n = 340,000) | AID 493098;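 active = compounds whose inhibition of the agonist-driven luminescence signal at 20 µM reaches about 50%, limit read from the data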;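 note: cells stimulated with CCL20 at 14 nM final; plate controls were DMSO with CCL20 for no effect and DMSO without agonist for full effect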
Target sequence (P51684 whole entry, looked up): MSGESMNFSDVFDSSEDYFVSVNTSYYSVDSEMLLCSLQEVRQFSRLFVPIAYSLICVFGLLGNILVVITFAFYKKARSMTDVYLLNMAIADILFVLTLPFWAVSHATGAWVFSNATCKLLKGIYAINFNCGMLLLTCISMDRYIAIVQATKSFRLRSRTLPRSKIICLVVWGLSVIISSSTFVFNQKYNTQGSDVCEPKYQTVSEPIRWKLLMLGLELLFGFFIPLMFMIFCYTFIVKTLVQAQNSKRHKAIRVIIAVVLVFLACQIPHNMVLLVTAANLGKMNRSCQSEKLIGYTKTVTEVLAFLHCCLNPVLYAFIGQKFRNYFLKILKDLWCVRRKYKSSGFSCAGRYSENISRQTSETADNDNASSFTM
* hit, by the source's call; nt = no result given.

nr	molecule	CHOP UPR activ	CCR6 antag	EBI2 block	697 NFkB inh	Jurkat NFkB inh	UPR XBP1 act	CXCR6 block	Gli-Sufu antag	Mdm2-MdmX inh
1	O=C(NCc1ccccn1)c1ccc(N2CCCC2=O)cc1	1.0	3	-18	1	-8	1	1	18	-22
2	Cc1ccccc1-n1ccnc1SCC(=O)Nc1cccc(S(=O)(=O)NC2=NCCC2)c1	1.3	-3	4	6	0	-3	0	-3	-3
3	COC(=O)c1ccc(C(=O)OC)c(NC(=O)COC(=O)C23CC4CC(CC(O)(C4)C2)C3)c1	-1.2	10	4	-7	-20	5	1	-1	7
4	O=C(NCCc1c[nH]c2ccccc12)OCCCCOC(=O)NCCc1c[nH]c2ccccc12	2.7	3	41	-21	31	0	-6	13	35
5	O=C(COC(=O)c1cn(-c2ccccc2)nc1-c1ccccc1)c1cccc([N+](=O)[O-])c1	10	11	18	12	-9	2	-4	-1	0
6	Cc1cc2cc(CCNC(=O)C(=O)c3c[nH]c4ccccc34)c(=O)[nH]c2cc1C	-1.2	-8	-23	25	-4	1	-16	-3	28
7	COc1ccc(C(=O)NC2CCCc3ccccc32)c(OC)c1OC (configuration not stated)	-1.1	28	4	2	7	-3	0	3	4
8	O=C1NCCCCC1NS(=O)(=O)c1cccc2ccccc12 (configuration not stated)	-0.1	15	1	-6	-12	1	0	-1	2
9	Cc1c(/C=N/NC(=O)C(C)(C)Oc2ccc(Cl)cc2)cnn1C	-0.5	2	24	25	-1	3	2	3	6
10	O=C(COC(=O)CSc1ccc(Cl)cc1)NCCc1ccccc1	0.9	9	-2	-6	17	-2	8	34	18
11	CC(C)C1O/C(=N/C(=O)Nc2ccc(Cl)c(Cl)c2)NC1=O (configuration not stated)	0.5	7	-2	-25	2	3	-16	-7	36
12	CC(C)(C)c1ccc(O)c(N=Cc2cc(Br)ccc2O)c1	-5.1	9	-3	8	25	-11	-4	4	33
13	Cc1ccc(OCC(O)CN2C(=O)NC(C)(C)C2=O)cc1 (configuration not stated)	-1.3	40	3	6	0	-3	-6	2	-12
14	COc1ccc(Nc2cc(C)nc3ccc(OC)cc23)cc1	0.9	23	5	-48	-5	-2	0	15	11
15	Cc1ccc(Cn2ccc(NC(=O)c3cc(-c4ccc(Cl)cc4)on3)n2)cc1	-0.3	1	-8	9	4	-1	-2	-4	-12
16	CCn1c(=O)cc(SCC(=O)N2CCN(C(=O)c3ccco3)CC2)c2ccccc21	-0.7	0	-4	53*	6	2	-9	25	53*
17	CC1CCCC2(C1)NC(=S)N(c1ccccc1)N2 (configuration not stated)	-0.5	-5	-9	22	-7	0	-11	-17	9
18	O=C(CSc1nc(-c2ccco2)cc(C(F)(F)F)n1)Nc1ccccc1C(F)(F)F	1.1	21	4	-23	25	-2	-12	-2	35
19	CC(=O)N1CCN(c2ccc(NC(=O)c3ccc(OCc4ccccc4)cc3)cc2)CC1	-1.3	-14	3	-31	1	0	-8	-1	13
20	Cc1c(NC(=O)/C=C/c2cccs2)c(=O)n(-c2ccccc2)n1C	3.1	-16	0	9	8	2	6	2	0
21	COc1ccc(N=C(C)C2=C(O)COC2=O)cc1	-1.6	-5	1	14	-8	-1	1	-1	30
22	CN1CCN(Cc2c(C(=O)N3CCc4ccccc4C3)nc3ccc(Cl)cn23)CC1	-3.3	17	8	-22	-13	-3	-1	7	-14
23	O=C(CNC(=O)c1ccco1)Nc1ccc(OC(F)F)cc1	nt	8	0	nt	nt	nt	-4	-3	nt
24	Cc1[nH]n(-c2ccc([N+](=O)[O-])cc2)c(=O)c1C=NCCc1c[nH]c2ccccc12	3.2	9	16	22	4	4	-5	2	1
25	COc1ccc(-c2cc3c(=O)n(CC(=O)NCCCc4ccccc4)ncn3n2)cc1	2.6	-3	2	-98	-88	0	5	-89	-1
26	COc1ccc(CCNC(=O)CN(c2cccc([N+](=O)[O-])c2)S(C)(=O)=O)cc1OC	-2.6	0	1	8	1	-4	-1	3	11
27	CCOC(=O)N1CCN(C(=O)CCSc2ccc(C)cc2)CC1	1.3	26	0	-13	-1	3	0	-2	4
28	Cc1ccc(Nc2nc3c(c(=O)[nH]c(=O)n3C)n2Cc2ccc(F)cc2)cc1	2.5	-9	6	16	-4	0	1	12	33
29	O=C(CNc1ccccc1)NNC1=NCCC1	-1.6	5	-9	1	0	-2	3	-5	-5
30	O=C(C[C@H]1C/C=C\CC[C@H](Cc2ccc(F)cc2)C(=O)O[C@H](c2ccccc2)CNC1=O)N[C@H](CO)Cc1ccccc1	4.7	-6	-6	-2	-3	-3	-1	10	42

By substructure: those above with an aryl thioether with sulfur outside any ring
nr	molecule	CHOP UPR activ	CCR6 antag	EBI2 block	697 NFkB inh	Jurkat NFkB inh	UPR XBP1 act	CXCR6 block	Gli-Sufu antag	Mdm2-MdmX inh
2	Cc1ccccc1-n1ccnc1SCC(=O)Nc1cccc(S(=O)(=O)NC2=NCCC2)c1	1.3	-3	4	6	0	-3	0	-3	-3
10	O=C(COC(=O)CSc1ccc(Cl)cc1)NCCc1ccccc1	0.9	9	-2	-6	17	-2	8	34	18
16	CCn1c(=O)cc(SCC(=O)N2CCN(C(=O)c3ccco3)CC2)c2ccccc21	-0.7	0	-4	53*	6	2	-9	25	53*
18	O=C(CSc1nc(-c2ccco2)cc(C(F)(F)F)n1)Nc1ccccc1C(F)(F)F	1.1	21	4	-23	25	-2	-12	-2	35
27	CCOC(=O)N1CCN(C(=O)CCSc2ccc(C)cc2)CC1	1.3	26	0	-13	-1	3	0	-2	4

Next compounds follow.
nr	molecule	CHOP UPR activ	CCR6 antag	EBI2 block	697 NFkB inh	Jurkat NFkB inh	UPR XBP1 act	CXCR6 block	Gli-Sufu antag	Mdm2-MdmX inh
31	CCOc1ccc(NC(=O)C(=O)NCCN2CCN(S(=O)(=O)c3ccc(C)cc3)CC2)cc1	1.1	4	14	0	8	-2	0	27	35
32	Cc1c(C(=O)N2CCc3ccccc32)oc2c1C(=O)CC(C)(C)C2	nt	7	0	nt	nt	nt	3	-67	nt
33	CC(C)(C)c1nc2c(C#N)c(-c3ccc(Cl)cc3)ccn2n1	3.8	3	-7	-44	-41	6	-25	-2	-25
34	CC1CCN(CC(=O)N2CCc3ccccc32)CC1	3.7	2	-4	-4	-10	-3	7	-9	0
35	Cc1ccc(C)c(S(=O)(=O)N2CCCC2CNC(=O)C(=O)NCc2ccccc2C)c1 (configuration not stated)	2.3	3	21	-7	5	-4	3	-1	12
36	CCOC(=O)Cc1cc(=O)[nH]c(=O)[nH]1	-1.0	-3	9	-10	-16	4	-2	11	9
37	COCCNc1cc(C)nc2c(-c3ccccc3OC)c(C)nn12	-0.9	-6	-11	-2	-10	0	4	1	13
38	CCCC/C(O)=C1\C(=O)CC(C)(C)CC1=Nc1ccccc1OC	1.4	5	5	8	13	1	6	18	21
39	COc1ccc(NC(=O)COC(=O)c2ccc(N3CCCC3=O)cc2)cc1	1.7	-3	-10	23	7	-1	-1	1	1
40	C1CCCC(N2CCNCC2)CC1	-0.2	8	5	-10	-21	-4	10	0	-4
41	CCOc1ccccc1NC(=O)NC1CC2CCCC(C1)N2Cc1nnnn1CCc1ccccc1 (configuration not stated)	9.0	-11	3	-6	-23	0	8	8	10
42	COc1cccc(-c2c(NC(=O)c3ccco3)n(-c3ccc(C)cc3)nc(C)c2=O)c1	1.2	8	-1	3	-16	-1	2	2	0
43	CCCCP(=O)(CCCC)c1ccccc1C(=O)O	-3.7	-7	nt	9	-9	-1	nt	-3	0
44	O=C(CCNc1cccc(Cl)c1)c1cccs1	1.7	-6	-2	-39	-11	3	-3	-43	5
45	CC1CC(CN)CC(CO)C1 (configuration not stated)	0.8	5	2	0	-2	-3	-6	0	8
46	COc1ccc(CN(C)CC(=O)Nc2ccc(Cl)cc2F)c(OC)c1	-0.2	14	nt	24	3	-1	nt	7	4
47	O=C(c1ccc2n[nH]nc2c1)N1CCN(c2ccc(C(F)(F)F)cn2)CC1	-0.5	7	2	6	3	-2	2	-3	0
48	O=C(CSc1ccccc1)NC1CCCCCC1	1.1	0	0	-28	-51	-7	4	-30	-5
49	CN1CCN(C(=O)C2=C[C@@H](c3coc4ccccc4c3=O)C[C@@H](OCCCCO)O2)CC1	-1.4	7	-6	20	-7	0	-8	-2	20
50	O=C(NCc1ccco1)c1sc2cc(Cl)ccc2c1Cl	0.4	12	-5	-7	-19	2	4	-8	-8
51	O=C(Nc1ccc(Cl)c(S(=O)(=O)N2CCOCC2)c1)c1ccc(Cl)nc1	-0.3	0	0	-31	31	-2	-11	10	33
52	CC(C)CC(=O)c1c[nH]c(C(=O)NCCc2ccccn2)c1	1.0	7	2	17	6	-1	2	8	12
53	COC(=O)c1ccc(C(=O)NC2CCCN(Cc3ccc(Cl)cc3)C2)nc1 (configuration not stated)	1.0	15	4	6	-4	-4	14	4	21
54	COCCNC(=O)C(c1ccco1)N(C(=O)Cn1nnc2ccccc21)c1cc(C)ccc1C (configuration not stated)	-0.5	2	8	-2	-3	-1	-4	0	19
55	COC(=O)c1ccccc1S(=O)(=O)NC(=O)c1ccccc1	-1.4	-3	4	-7	-3	-1	0	-1	-13
56	Cc1ccc(S(=O)(=O)N(C)CCCC(=O)n2nc(C)cc2C)cc1	-1.1	0	1	4	-9	1	-9	2	-15
57	Cc1ccc([C@@H]2[C@@H]3C(=O)N(c4ccccc4)C(=O)[C@@H]3[C@]3(C)C(=O)N(Cc4ccccn4)CC(=O)N23)o1	0.1	-9	2	-6	-9	-2	-10	-13	-6
58	Cc1ccccc1NC(=O)N1CCC(C(=O)c2ccc(F)cc2)CC1	-0.2	1	10	2	8	-2	9	-14	4
59	O=C(Nc1ncccc1O)c1ccc2c(c1)OCO2	5.0	-8	-6	-130	-37	9	1	-33	22
60	COc1ccc(CC(=O)OCC(=O)Nc2cccnc2Cl)cc1OC	-2.1	1	-6	8	-14	-3	2	3	-22
61	COc1ccccc1-c1coc2c(CN3CCN(C)CC3)c(O)ccc2c1=O	1.4	-10	-3	15	8	-1	-4	10	-4

Profiles, quoted from the list:
O=C(Nc1ccc(Cl)c(S(=O)(=O)N2CCOCC2)c1)c1ccc(Cl)nc1 reads CHOP UPR activ = -0.3; CCR6 antag = 0; EBI2 block = 0; 697 NFkB inh = -31; Jurkat NFkB inh = 31; UPR XBP1 act = -2; CXCR6 block = -11; Gli-Sufu antag = 10; Mdm2-MdmX inh = 33
O=C(CSc1ccccc1)NC1CCCCCC1 reads CHOP UPR activ = 1.1; CCR6 antag = 0; EBI2 block = 0; 697 NFkB inh = -28; Jurkat NFkB inh = -51; UPR XBP1 act = -7; CXCR6 block = 4; Gli-Sufu antag = -30; Mdm2-MdmX inh = -5

Screens deposited in PubChem by Sanford-Burnham Center for Chemical Genomics.
